Source: PubChem
PAFAH1B2 FP inh = PAFAH1B2 enzyme inhibitors, primary screen, biochemical, fluorescence polarization, human | Platelet-activating factor acetylhydrolase IB subunit alpha2 (Homo sapiens), P68402 | recombinant PAFAH1B2, FP-rhodamine activity probe | inhibition, % at 3.39 µM | 1.2% of 340,000 active | AID 492953, 2010;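 active means inhibition above the mean of all tested compounds plus 3 SD, cut at about 24% in these data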;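 further: 0% = enzyme with DMSO and 100% = wells lacking PAFAH1B2; many of its hits are not listed in these tables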
GSTO1 inh = inhibitors of recombinant GSTO1, primary screen, counter-screen for RBBP9 inhibitor project, biochemical, fluorescence polarization; Glutathione S-transferase omega-1 (Homo sapiens), P78417; activity-based probe fluorescence polarization; inhibition, % at 5.96 µM; 1.1% of 300,000 active; AID 1974, 2009;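 active means inhibition above the campaign mean inhibition plus 3 SD, cut at about 35% in these data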;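 further: 0% = GSTO1-1 with DMSO and 100% = wells lacking GSTO1-1 enzyme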
pPAFAH FP inh = pPAFAH enzyme inhibitors, primary screen, biochemical, fluorescence polarization, human; recombinant pPAFAH, FP-rhodamine probe fluorescence polarization; inhibition, % at 3.39 µM; 1.5% of 330,000 active; AID 463082, 2010;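 active means inhibition above the mean inhibition across the screen plus 3 SD, cut at about 25% in these data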;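 further: inhibitors block binding of the rhodamine activity-based probe so polarization drops; 0% = enzyme with DMSO and 100% = wells lacking pPAFAH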
LYPLA2 inh = LYPLA2 inhibitors, primary screen, counter-screen for PME1 inhibitor project, biochemical, fluorescence polarization, FP-Rh probe ABPP. recombinant LYPLA2. inhibition, % at 5.9 µM. 0.38% of 320,000 active. AID 2177, 2009;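 active means inhibition above the screen-wide mean plus 3 SD, limit set per campaign, cut at about 26% in these data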;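 further: 0% = LYPLA2 with DMSO and 100% = wells lacking LYPLA2 enzyme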
LYPLA1 inh = LYPLA1 inhibitors, primary screen, counter-screen for PME1 inhibitor project, biochemical, fluorescence polarization, FP-Rh probe ABPP; recombinant LYPLA1; 0.16% of 320,000 active; inhibition, % at 5.9 µM; Acyl-protein thioesterase 1 (Homo sapiens), O75608; AID 2174, 2009;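 active means inhibition above the mean of all tested compounds plus 3 SD, set per campaign, cut at about 14% in these data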;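 further: inhibitors block serine hydrolase probe labeling of LYPLA1 so polarization falls; 0% = enzyme with DMSO and 100% = wells lacking LYPLA1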
PREPL inhibitor = PREPL enzyme inhibitors, primary screen, biochemical, fluorescence polarization | Prolyl endopeptidase-like (Homo sapiens), Q4J6C6 | recombinant PREPL, fluorescence polarization activity-based probe | inhibition, % at 5.96 µM | 0.68% of 320,000 active | AID 2751, 2010; in the data active means inhibition above about 43%;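 further: 0% = enzyme with DMSO and 100% = wells lacking enzyme; many of its hits are not listed in these tables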
PAFAH1B3 FP inh = PAFAH1B3 enzyme inhibitors, primary screen, biochemical, fluorescence polarization, human; inhibition, % at 3.39 µM; 0.28% of 340,000 active; Platelet-activating factor acetylhydrolase IB subunit alpha1 (Homo sapiens), Q15102; recombinant PAFAH1B3, FP-rhodamine probe;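 active means inhibition above the screen-wide average of all tested compounds plus 3 SD, cut at about 25% in these data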;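 further: 0% = enzyme with DMSO only and 100% = wells lacking PAFAH1B3 protein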
PAD4 FP inh = human PAD4 inhibitors, primary screen, biochemical, fluorescence polarization, 1536-well format | Protein-arginine deiminase type-4 (Homo sapiens), Q9UM07 | recombinant PAD4, RCA probe fluorescence polarization | inhibition, % at 6.36 µM | 0.41% of 330,000 active;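 active means percent inhibition above a cutoff equal to the mean of all tested compounds plus 3 SD, cut at about 15% in these data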;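 further: 0% = PAD4 with RCA probe and DMSO and 100% = probe without PAD4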
Target sequence (Q9UM07 whole entry, looked up): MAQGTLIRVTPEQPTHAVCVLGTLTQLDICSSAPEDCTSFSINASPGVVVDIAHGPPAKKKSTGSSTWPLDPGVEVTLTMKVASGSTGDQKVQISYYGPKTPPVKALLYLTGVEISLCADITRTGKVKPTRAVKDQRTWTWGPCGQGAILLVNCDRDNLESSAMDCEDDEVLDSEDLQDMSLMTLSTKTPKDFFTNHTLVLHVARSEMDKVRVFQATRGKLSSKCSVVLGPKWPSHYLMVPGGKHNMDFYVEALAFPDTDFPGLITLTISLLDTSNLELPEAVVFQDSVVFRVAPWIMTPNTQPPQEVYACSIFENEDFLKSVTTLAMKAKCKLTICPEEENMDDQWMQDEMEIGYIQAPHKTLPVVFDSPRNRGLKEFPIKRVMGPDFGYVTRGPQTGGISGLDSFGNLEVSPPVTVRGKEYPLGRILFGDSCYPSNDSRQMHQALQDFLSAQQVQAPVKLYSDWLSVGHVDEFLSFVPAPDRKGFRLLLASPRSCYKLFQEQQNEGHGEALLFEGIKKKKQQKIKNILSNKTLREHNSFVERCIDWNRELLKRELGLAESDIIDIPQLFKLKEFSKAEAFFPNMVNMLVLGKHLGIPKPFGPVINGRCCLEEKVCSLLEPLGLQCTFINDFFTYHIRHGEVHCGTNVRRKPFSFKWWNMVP
PME-1 inh = PME-1 inhibitors via competitive probe labeling, primary screen, biochemical, fluorescence polarization, FP-Rh probe, HTS; Protein phosphatase methylesterase 1 (Homo sapiens), Q9Y570; inhibition, % at 5.9 µM; 0.53% of 320,000 active; recombinant PME-1;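 active means inhibition above the campaign mean of all compounds plus 3 SD, cut at about 26% in these data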;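 further: competitive labeling of PME-1 active site by serine hydrolase directed probe; 0% = PME-1 with DMSO and 100% = wells lacking PME-1 enzyme; inhibitors block probe labeling so polarization falls and inhibition rises; many of its hits are not listed in these tables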
Target sequence (Q9Y570 whole entry, looked up): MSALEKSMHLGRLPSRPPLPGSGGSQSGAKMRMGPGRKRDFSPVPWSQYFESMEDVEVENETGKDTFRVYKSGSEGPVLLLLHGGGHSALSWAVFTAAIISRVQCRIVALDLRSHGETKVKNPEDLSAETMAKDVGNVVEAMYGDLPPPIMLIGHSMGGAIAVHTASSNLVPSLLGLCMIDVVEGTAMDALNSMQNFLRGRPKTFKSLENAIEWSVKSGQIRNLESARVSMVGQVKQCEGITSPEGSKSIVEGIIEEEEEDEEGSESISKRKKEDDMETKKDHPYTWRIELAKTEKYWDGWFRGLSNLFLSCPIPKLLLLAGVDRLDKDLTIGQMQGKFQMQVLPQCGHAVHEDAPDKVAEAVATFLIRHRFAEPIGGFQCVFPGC
An asterisk follows results filed as active; x = not tested or not shown. Only part of the results is shown; rates above refer to the full screens.

SMILES	PAFAH1B2 FP inh	GSTO1 inh	pPAFAH FP inh	LYPLA2 inh	LYPLA1 inh	PREPL inhibitor	PAFAH1B3 FP inh	PAD4 FP inh	PME-1 inh
COc1cc(COc2ccc(-c3nnco3)cc2)ccc1OC(F)F	1	7	1	-4	-2	2	10	2	-4
O=C(CSc1ccc(-c2ccco2)nn1)NCc1ccccc1	2	-1	8	-6	2	3	2	0	-3
COc1ccc2cc(Br)ccc2c1CC(=O)NC(C)C	8	1	5	-1	-4	6	4	-2	1
CCN(CC)CC(C)CNC(=O)C1(O)c2ccccc2NC(=O)N1c1ccc(Cl)c(Cl)c1 (configuration not stated)	1	0	4	-1	-3	-5	0	2	-7
CCOc1cc(/C=N/NC(=O)C(=O)NC2CC2)cc(Br)c1O	-3	0	4	-1	-1	5	4	3	-4
CC(C)CCNc1nc(N2CCCC2)c2c(c1C#N)CCN(C)C2	3	-1	14	8	-3	56*	8	-2	6
Cc1ccc(CNC(=O)/C=C/c2ccc(S(=O)(=O)NCc3ccco3)cc2)cc1	12	-11	5	-2	-2	-22	4	-1	-4
O=C(CSc1nc(-c2ccccc2)cc(C(F)(F)F)n1)N1CCOCC1	-1	0	3	0	4	-8	4	3	-5
O=C(Nc1ccc(Cl)cc1)NN1CC(=O)N(c2cccc(C(F)(F)F)c2)CC1=O	6	0	4	0	-1	-5	4	-4	-6
COc1cc([N+](=O)[O-])cc(/C=N/NC(=O)c2cccnc2)c1O	5	7	20	4	1	6	8	-3	-3
CCOc1ccc(-n2c(SCc3ccc(C#N)cc3)nnc2-c2cccnc2)cc1	2	6	1	6	-1	8	-1	-3	7
Cc1ccc(CN2CCSCC2)cc1	0	-2	-6	-1	3	-4	-3	-3	-3
N#Cc1cc2c(=O)n3ccccc3nc2n(CCCn2ccnc2)c1=N	-2	7	4	2	-1	0	3	2	0
Cn1cnnc1SCC(=O)Nc1ccc2nc(SCc3ccccc3Cl)sc2c1	1	-15	20	-1	-10	-25	-9	-5	-13
COc1ccc(OC)c(NC(=O)NNC(=O)COc2ccc([N+](=O)[O-])cc2)c1	2	1	6	-1	0	12	3	-4	-1
Cc1nonc1OCCNc1ccc([N+](=O)[O-])cc1	4	3	6	5	4	-8	1	0	2
CCO[C@H]1OC(C(=O)N2CCCCCCC2)=C[C@@H](c2ccc(C(F)(F)F)cc2)[C@@H]1CCCO	1	-9	-6	9	0	5	0	-4	3
COC(=O)c1ccc(CO/N=C/c2ccccc2OC)cc1	2	-12	4	2	3	-2	4	-3	-1
Nc1nonc1-c1noc(COc2ccccc2Cl)n1	6	3	1	10	1	-2	3	0	-5
Fc1ccc(Oc2ncccn2)c(F)c1	-1	1	2	1	-2	9	10	-3	2
C=CCN(c1ccc(C(=O)Nc2ccc(C)cc2)cc1)S(C)(=O)=O	6	-5	0	-2	-2	8	5	-1	-1
CC1(C)Cc2c(c(N3CCOCC3)nc3sc4c(N5CCOCC5)nnnc4c23)CS1	x	-1	1	4	0	-1	x	-2	3
COc1ccc(NC(=O)CSCC(=O)Nc2cc(Cl)ccc2N2CCCC2)cc1	2	1	-2	5	-1	15	-4	-2	-6
COC(=O)c1ccc(C2/C(=C(/O)c3ccc4c(c3)CC(C)O4)C(=O)C(=O)N2Cc2ccncc2)cc1 (configuration not stated)	1	-5	4	4	1	-1	7	-3	0
COC(=O)C1CCN(CC(=O)Nc2ccc(C(=O)Nc3ccccc3OC)cc2)CC1	4	x	10	-2	-3	1	3	-7	7
Cc1cc(=O)n2nc(N3CCC(C(=O)NCc4cccc(Cl)c4)CC3)sc2n1	4	-4	2	-1	-2	19	10	-2	1
COc1cccc(C(=O)/C=C/Nc2ccc(S(=O)(=O)Nc3cnc4ccccc4n3)cc2)c1	-6	-14	1	10	-4	-7	-2	-3	0
O=C(COc1ccc(C(=S)N2CCOCC2)cc1)Nc1ccccc1C(F)(F)F	2	10	4	4	4	4	1	-5	1
CCN(C(=O)COC(=O)c1nc2nc(C)cc(C)n2n1)C1CCCCC1	1	-1	2	-3	0	-1	7	4	6
COCCn1c(CCc2ccccc2)n[nH]c1=S	2	5	5	5	0	19	3	-1	-3
CCOc1ccc2c(c1)C(c1ccc(C)cc1)=NNC(c1ccc(OC)cc1)=N2	2	-1	-3	-1	2	-9	4	-5	-5
Cc1ccc(CSCC(=O)N(C)CC(=O)Nc2ccccc2Cl)cc1	5	7	-3	3	-1	5	9	-1	-6
O=C(COC(=O)Cc1n[nH]c(=O)c2ccccc12)Nc1ncc(Cl)cc1Cl	1	x	-3	-4	1	14	0	2	11
Cc1ccc(S(=O)(=O)N[C@H](C(=O)N2CCC(C(=O)N[C@H](C(=O)O)c3ccccc3)CC2)C(C)C)cc1	1	20	4	11	3	11	7	2	-2
CCC(=O)Oc1ccc(C(=O)Nc2cccc(C(=O)NCC(C)C)c2)cc1	2	-4	-1	6	2	12	5	1	6
CCN1CCN(C(=S)NC(=O)/C=C/c2cccs2)CC1	-1	12	4	-4	-1	-2	6	2	2
COc1ccc(C(=O)c2cnc[nH]2)cc1	x	0	-4	-1	-2	-4	x	-5	-3
COc1cc(CC(=O)NCC2COc3ccccc3O2)cc(OC)c1OC (configuration not stated)	-3	-2	4	2	1	2	1	1	-1
Oc1ccc(Br)cc1/C=N/N1CCN(Cc2cccc3ccccc23)CC1	2	0	1	-1	-1	-7	6	3	4
O=C(NCC1CCCO1)c1cc2cc(Cl)ccc2[nH]1 (configuration not stated)	2	-1	2	-1	0	-4	14	-4	2
Cc1c(OC(C)C(=O)O)ccc2c(-c3ccccc3)cc(=O)oc12 (configuration not stated)	9	4	5	10	3	7	7	-1	3
COc1ccc(C(OC(=O)c2ccco2)C(=O)NC2CCCC2)cc1OC (configuration not stated)	5	3	5	-4	0	-2	-5	-4	-5
Nc1ncc2c(n1)-c1cc(Cl)ccc1SC2	1	-5	1	-14	-4	-5	8	5	-14
COC(=O)C/C(C)=N/Nc1ccc(S(=O)(=O)N2CCCC2)cc1[N+](=O)[O-]	2	21	5	8	5	-1	6	-2	8
Cc1ccc(S(=O)(=O)N(C)CC(=O)OCC(=O)c2ccc3c(c2)NC(=O)CO3)cc1	1	x	5	x	x	18	5	4	x
CN1C(C(=O)N2CCc3ccccc3C2)=CC(c2ccc(F)cc2)=NS1(=O)=O	3	1	1	10	5	-6	9	0	15
COc1ccc(N(CC(=O)Nc2cccc(N(C)S(C)(=O)=O)c2)S(=O)(=O)c2ccccc2)cc1Cl	-2	-5	-1	-9	-9	-8	-1	-7	-7
Cc1ccc2nc(CSc3nnc(Nc4ccccc4F)s3)cc(=O)n2c1	3	2	4	4	-1	-28	9	0	6
CCOC(=O)C(C)c1n[nH]c(=O)c2ccccc12 (configuration not stated)	5	0	13	4	3	5	5	-2	5
Cc1ccc(C)c(NC(=S)N2C3CCCC2CC(NC(=O)C2CC2)C3)c1 (configuration not stated)	-4	8	4	5	2	1	1	2	-6
COc1ccccc1-c1sc2cc3c(cc2c1-c1ccc(OCCN2CCOCC2)cc1)OCO3	-5	x	10	x	x	x	-8	2	x
COC(=O)c1ccccc1-c1ccc(/C=N/NC(=O)c2cc3ccccc3o2)o1	-2	-13	-11	-14	-18	15	6	-5	-10
Cc1ccc(NC(=O)CN(C)C(=O)c2cc3c(s2)CCCCC3)cc1	4	x	2	1	-1	13	2	-2	-2
CCOC(=O)C1=C(COC(=O)c2ccc([N+](=O)[O-])s2)NC(=O)NC1C (configuration not stated)	11	x	4	x	x	20	52*	26*	x
C[C@]12CC[C@@H]3c4ccc(O)cc4CC[C@H]3[C@@H]1C[C@@H](O)[C@@H]2O[C@@H]1O[C@H](C(=O)O)[C@@H](O)[C@H](O)[C@H]1O	4	3	-4	-5	-6	4	8	-1	-1
O=C(c1cc(Cl)cc(Cl)c1)N1CCC(=O)N(C(COCc2ccccc2)Cc2ccccc2)CC1 (configuration not stated)	7	3	9	2	-2	4	9	0	10
C=CCOc1ccc(S(C)(=O)=O)cc1	5	0	2	4	0	4	0	0	6
O=C(COc1ccc(F)cc1Cl)NC1CCCCCC1	-3	x	9	8	4	3	6	3	1
O=C(CN1NS(=O)(=O)c2ccccc2C1=O)Nc1ccccc1OC(F)F	1	17	3	7	2	14	12	1	3
COc1ccccc1OCC(=O)N1CCNC1=O	1	6	-5	-4	-2	-2	0	2	-2
COc1ccc(CCNC(=O)Cn2cccc2C(=O)c2ccccc2C)cc1OC	-4	-5	5	-7	2	0	-1	3	0

Twelve of the compounds above, with values under each structure:
Fields: PAFAH1B2 FP inh	GSTO1 inh	pPAFAH FP inh	LYPLA2 inh	LYPLA1 inh	PREPL inhibitor	PAFAH1B3 FP inh	PAD4 FP inh	PME-1 inh
Cc1ccc(C)c(NC(=S)N2C3CCCC2CC(NC(=O)C2CC2)C3)c1 (configuration not stated)
    -4	8	4	5	2	1	1	2	-6
COc1ccccc1-c1sc2cc3c(cc2c1-c1ccc(OCCN2CCOCC2)cc1)OCO3
    -5	x	10	x	x	x	-8	2	x
COC(=O)c1ccccc1-c1ccc(/C=N/NC(=O)c2cc3ccccc3o2)o1
    -2	-13	-11	-14	-18	15	6	-5	-10
Cc1ccc(NC(=O)CN(C)C(=O)c2cc3c(s2)CCCCC3)cc1
    4	x	2	1	-1	13	2	-2	-2
CCOC(=O)C1=C(COC(=O)c2ccc([N+](=O)[O-])s2)NC(=O)NC1C (configuration not stated)
    11	x	4	x	x	20	52*	26*	x
C[C@]12CC[C@@H]3c4ccc(O)cc4CC[C@H]3[C@@H]1C[C@@H](O)[C@@H]2O[C@@H]1O[C@H](C(=O)O)[C@@H](O)[C@H](O)[C@H]1O
    4	3	-4	-5	-6	4	8	-1	-1
O=C(c1cc(Cl)cc(Cl)c1)N1CCC(=O)N(C(COCc2ccccc2)Cc2ccccc2)CC1 (configuration not stated)
    7	3	9	2	-2	4	9	0	10
C=CCOc1ccc(S(C)(=O)=O)cc1
    5	0	2	4	0	4	0	0	6
O=C(COc1ccc(F)cc1Cl)NC1CCCCCC1
    -3	x	9	8	4	3	6	3	1
O=C(CN1NS(=O)(=O)c2ccccc2C1=O)Nc1ccccc1OC(F)F
    1	17	3	7	2	14	12	1	3
COc1ccccc1OCC(=O)N1CCNC1=O
    1	6	-5	-4	-2	-2	0	2	-2
COc1ccc(CCNC(=O)Cn2cccc2C(=O)c2ccccc2C)cc1OC
    -4	-5	5	-7	2	0	-1	3	0
